FN deposition inh: fibronectin deposition inhibition. AH1F fibroblasts, Alexa488-fibronectin deposition fluorescence, overnight. inhibition, % at 12.6 µM. 350,000 compounds, 0.086% hits. AID 743247;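 active = mean inhibition across replicates of 30% or more, regardless of how many single replicates reach that level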;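 also: positive control wells lacked labelled fibronectin entirely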
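Schedule: 1 h cell adhesion before compound, then overnight fibronectin incubation; test system: AH1F fibroblast monolayer depositing Alexa488-labelled fibronectin into matrix; quantity: 10000 AH1F cells per well; probe or stimulus: fluorescent fibronectin at 24 nM final; signal: fluorescence, ex 485 nm, em 525 nm; evaluation: percent inhibition as loss of matrix-bound fibronectin fluorescence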
PGC1a acetyl inh: lowers PGC1a acetylation signal in U2OS cells; AlphaScreen anti-acetyl-lysine; with virally co-expressed GCN5 acetyltransferase; 350,000 compounds, 0.17% hits; inhibition, % at 15.6 µM; AID 651687;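 active = every replicate shows inhibition of at least 40%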;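 also: 0% = neutral control wells and 100% = positive control wells; some results beyond the cut were filed as inactive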
PAX8 reporter: lowers PAX8-driven luciferase in RMG-I cells. RMG-I TPO-luciferase reporter, SteadyGlo, 24 h. inhibition, % at 12.6 µM. 360,000 compounds, 1.2% hits. AID 652154;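 active = mean replicate inhibition at least 60% with every replicate also reaching 60%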;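 also: luciferase light reporting Pax8 driven TPO promoter activity; plate controls were median of neutral control wells for no effect and mitoxantrone controls for full effect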
* hit, by the source's call. An excerpt; count on the stated rates, not on these rows.

For CNC(=O)c1ccc(-c2sc3nc(N4CCOCC4)c4c(c3c2N)CC(C)(C)OC4)o1 the results were FN deposition inh 13 and PGC1a acetyl inh -69.
`CNC(=O)c1ccc(N(Cc2ccccc2C)S(C)(=O)=O)cc1` gave FN deposition inh 2 and PGC1a acetyl inh 11.
`CCSc1nc2c(c(-c3ccc(C)o3)c1C#N)CCCC2` gave FN deposition inh 7 and PGC1a acetyl inh -11.
`COc1ccc(/C(N)=N/OC(=O)CSc2ccc(C)cc2)cc1OC` gave FN deposition inh 4 and PGC1a acetyl inh -1.
COc1ccc(-c2nnc(NC(=O)c3cc(C)on3)s2)cc1 was read as FN deposition inh 11 and PGC1a acetyl inh 5.
For Nc1c2c(=O)oc(-c3ccccc3)cc2nn1-c1ccccc1 the results were FN deposition inh 2 and PGC1a acetyl inh -3.
`Cc1ccccc1Cc1c(C)nc2ncnn2c1C` gave FN deposition inh -2 and PGC1a acetyl inh 2.
`Cc1cc(NC(=O)c2noc3c2CCCCC3)nn1Cc1ccc(Cl)cc1` gave FN deposition inh -1 and PGC1a acetyl inh -3.
Screening O=C(COc1ccccc1)N(CCc1ccccc1)c1nc(-c2ccc(F)cc2)cs1 returned FN deposition inh 1 and PGC1a acetyl inh 0.
`O=C(NNC1=C(C(=O)C(F)(F)F)CCC1)c1ccc(Cl)cc1` gave FN deposition inh 2 and PGC1a acetyl inh 22.
`O=C(CN1C(=O)c2cccc3cccc1c23)Nc1ccc(S(=O)(=O)Nc2nccs2)cc1` gave FN deposition inh 6 and PGC1a acetyl inh 0.
For COC(=O)c1[nH]c2cc(OC)ccc2c1NC(=O)CCN1CCCC(C)(C)C1 the results were FN deposition inh 6 and PGC1a acetyl inh -2.
`CC(=O)N(c1ccc(Cl)cc1)c1c[nH]c2ccccc12` gave FN deposition inh -2 and PGC1a acetyl inh 4.
`COc1ccccc1NC(=O)C(Cc1ccc(Cl)cc1)c1nn[nH]n1` (configuration not stated) gave FN deposition inh 4 and PGC1a acetyl inh 0.
Screening Cc1cc(C(=O)c2ccccc2)nc2ccccc12 returned FN deposition inh -14 and PGC1a acetyl inh 2.
Cc1onc(-c2c(Cl)cccc2Cl)c1C(=O)N/N=C(\N)COc1ccc(Cl)cc1 was read as FN deposition inh 5 and PGC1a acetyl inh 0.
COCCCNC(=O)C(Cc1ccccc1)NS(=O)(=O)c1ccc2c(c1)c(=O)n(C)c(=O)n2C (configuration not stated) was read as FN deposition inh 2 and PGC1a acetyl inh 9.
For CCN1/C(=C(\O)c2ccccc2)C(=O)c2ccccc2S1(=O)=O the results were FN deposition inh 15 and PGC1a acetyl inh -6.
For Cc1ccc(C)c(NC(=O)Cn2nc(C)c3ccccc3c2=O)c1 the results were FN deposition inh 2 and PGC1a acetyl inh 0.
Screening COc1ccccc1N1CCN(C(c2cccs2)C(C)NC(=O)c2cccs2)CC1 (configuration not stated) returned FN deposition inh -9 and PGC1a acetyl inh -6.
O=C1C2C3C=CC(C3)C2C(=O)N1CCc1ccccc1 (configuration not stated) was read as FN deposition inh -1 and PGC1a acetyl inh -32.
Screening COc1cccc(Cn2c(N)c(C#N)c3nc4ccccc4nc32)c1OC returned FN deposition inh 5 and PAX8 reporter 8.
`CCN(CC)C(=O)CSc1nc2cc3c(cc2c(=O)n1Cc1ccc2c(c1)OCO2)OCO3` gave FN deposition inh -5 and PAX8 reporter 30.
Screening COc1ccc(NCc2nnc(SCC(=O)Nc3cc(C(F)(F)F)ccc3Cl)o2)cc1 returned FN deposition inh 4 and PAX8 reporter 28.
`CCc1nc(SCC(=O)c2cccs2)c2oc3ccccc3c2n1` gave FN deposition inh -6 and PAX8 reporter -27.
Screening Cc1ccc(-c2nc(SCC(N)=O)c(C#N)c3c2CCCC3)cc1 returned FN deposition inh 11 and PAX8 reporter 21.
Screening CCOC(=O)c1sc2ncn(C(C)C(=O)OC)c(=O)c2c1C (configuration not stated) returned FN deposition inh 8 and PAX8 reporter 13.
`Cc1ccc(NCc2nnc(SCC(=O)Nc3ccccc3)n2CC2CCCO2)c(C)c1` (configuration not stated) gave FN deposition inh -5 and PAX8 reporter 18.
Screening CC(c1ccccc1)n1c(NCCCn2ccnc2)nc2c1c(=O)[nH]c(=O)n2C (configuration not stated) returned FN deposition inh -3 and PAX8 reporter -4.
For CC(=O)c1cccc(NC(=O)NC(C)C2CCCO2)c1 (configuration not stated) the results were FN deposition inh -4 and PAX8 reporter 1.
CN(C)c1ccc(NC(=O)CN2CCC(N3CCCCC3)CC2)cc1 was read as FN deposition inh 4 and PAX8 reporter 0.
Screening O=C(NCc1ccc(F)cc1)c1cc2sccc2n1Cc1ccc(F)cc1 returned FN deposition inh -12 and PAX8 reporter 13.
COC(=O)c1cn(NC(=O)c2ccc(F)cc2)c(=O)c2ccccc12 was read as FN deposition inh -3 and PAX8 reporter -7.
`O=C(Cn1cnc2ccccc2c1=O)OCC(=O)c1ccc2c(c1)OCCO2` gave FN deposition inh 2 and PAX8 reporter -19.
`COc1ccc(-c2nc(CSCC(=O)N3CCc4ccccc43)c(C)o2)cc1OC` gave FN deposition inh -1 and PAX8 reporter 3.
For CCOC(=O)c1ccc(S(=O)(=O)Nc2ccc3cn[nH]c3c2)cc1 the results were FN deposition inh -5 and PAX8 reporter 13.
For CCc1nc2n[nH]c(N)c2c2c1CSC(C)(C)C2 the results were FN deposition inh 0 and PAX8 reporter -17.
Screening Cc1cc(C)cc(NC2=CC(=O)CC(c3ccco3)C2)c1 (configuration not stated) returned FN deposition inh -5 and PAX8 reporter 10.
`CCCCN1CC(O)=C(c2nc(-c3ccc(Cl)cc3)cs2)C1=N` gave FN deposition inh -8 and PAX8 reporter -14.
CCc1nnc(NC(=O)C2CC(=O)N(CCc3ccccc3)C2)s1 (configuration not stated) was read as FN deposition inh -3 and PAX8 reporter 5.
Screening O=c1[nH]cnc2scc(-c3ccc(F)cc3)c12 returned FN deposition inh 4 and PAX8 reporter 7.
`Cc1cccc(N2CC3=C(C2=O)C(c2ccccc2)NC(=O)N3C)c1` (configuration not stated) gave FN deposition inh -3 and PAX8 reporter 10.
`Cc1oc(-c2ccccc2Cl)nc1CSCC(=O)NC1CCCC1` gave FN deposition inh -1 and PAX8 reporter 25.
For CCn1c(SCC(=O)n2c(C)c(C)c3ccccc32)nnc1-c1ccco1 the results were FN deposition inh -3 and PAX8 reporter 4.
Screening Cc1cc(NC(=O)CN2CCOCC2)n(-c2nc3ccccc3s2)n1 returned FN deposition inh -17 and PAX8 reporter 10.
`CCOC(=O)C(Cc1ccccc1)NC(C)=O` (configuration not stated) gave FN deposition inh -17 and PAX8 reporter 9.
`O=C(COc1ccccc1)N(Cc1cc2ccccc2[nH]c1=O)CC1CCCO1` (configuration not stated) gave FN deposition inh 15 and PAX8 reporter 14.
CCNC(=O)N1CCNC(=O)C1CC(=O)OC (configuration not stated) was read as FN deposition inh 0 and PAX8 reporter -10.
Screening Cn1cccc1C(=O)OCC(=O)Nc1cc(C(C)(C)C)nn1-c1ccccc1 returned FN deposition inh -2 and PAX8 reporter 8.
For COc1cccc(/C=N/n2c(=S)n(C)c3ccccc32)c1OC the results were FN deposition inh -7 and PAX8 reporter -31.
`Cc1ccccc1-n1nc(C(=O)c2cccs2)cc(-c2nc3ccccc3[nH]2)c1=N` gave FN deposition inh 8 and PAX8 reporter 4.
Screening Cc1ccc(S(=O)(=O)c2nc(Nc3nccs3)sc2Cl)cc1 returned FN deposition inh 3 and PAX8 reporter -26.
Screening Cc1ccccc1OCC1Cn2c(nc3c2c(=O)[nH]c(=O)n3C)O1 (configuration not stated) returned FN deposition inh 0 and PAX8 reporter -1.
For CC(NC(=O)CN1CCC(C(N)=O)CC1)c1ccccc1 (configuration not stated) the results were FN deposition inh -4 and PAX8 reporter -24.
Screening Nc1cc(=O)nc(SCC(=O)Nc2cccc3ccccc23)n1CCc1ccccc1 returned FN deposition inh 1 and PAX8 reporter 30.
For COCc1cc(C)nc(OCC(=O)N/N=C/c2ccc(-c3cccc([N+](=O)[O-])c3)o2)c1C#N the results were FN deposition inh -19 and PAX8 reporter 2.
For Cc1nnc(-c2ccccc2)c[n+]1[O-] the results were FN deposition inh 5 and PAX8 reporter -1.
For CNC(=O)c1csc(-c2ccncc2)n1 the results were FN deposition inh -3 and PAX8 reporter -31.
Cc1ccc(C2CC(C(F)(F)F)n3nc(C(=O)NCCN4CCOCC4)cc3N2)cc1 (configuration not stated) was read as FN deposition inh 0 and PAX8 reporter -7.
For COc1ccccc1C(=O)Nc1cccc(SC)c1 the results were FN deposition inh 0 and PAX8 reporter -38.

Brought forward from above: two entries, then new ones.
Cc1ccc(C2CC(C(F)(F)F)n3nc(C(=O)NCCN4CCOCC4)cc3N2)cc1 (configuration not stated) was read as FN deposition inh 0 and PAX8 reporter -7.
For COc1ccccc1C(=O)Nc1cccc(SC)c1 the results were FN deposition inh 0 and PAX8 reporter -38.
`COc1cccc(Cn2c(NCc3ccco3)nc3c2c(=O)n(C)c(=O)n3C)c1` gave FN deposition inh -3 and PAX8 reporter 19.
CC(C)(C)c1ccc(C(=O)NCc2cccnc2)cc1 was read as FN deposition inh 0 and PAX8 reporter -21.
For COc1cccc(-c2nc(CC(=O)O)cs2)c1OC the results were FN deposition inh 4 and PAX8 reporter -7.
Cc1noc(C)c1C(=O)OCC(=O)NCCC1=CCCCC1 was read as FN deposition inh -5 and PAX8 reporter 2.
For Cc1ccc(N(CN2C(=O)NC(C)(C)C2=O)CN2C(=O)NC(C)(C)C2=O)cc1 the results were FN deposition inh -3 and PAX8 reporter -12.
`COC(=O)c1ccccc1NC(=O)CSc1nnnn1C1CCCCC1` gave FN deposition inh 8 and PAX8 reporter 17.
`c1ccc2cc(Sc3ncnc4c3oc3ccccc34)ccc2c1` gave FN deposition inh 7 and PAX8 reporter -22.
O=C(CCc1nc2ccccc2c(=O)[nH]1)N1CCN(C/C=C/c2ccccc2)CC1 was read as FN deposition inh 1 and PAX8 reporter 6.
For Cc1ccc(C)c(NC(=O)Cn2nc(-c3ccccc3)nc2-c2ccccc2)c1 the results were FN deposition inh 4 and PAX8 reporter -2.
CCCc1cc(-c2[nH]ncc2-c2ccc3c(c2)OCCCO3)c(O)cc1OC was read as FN deposition inh 1 and PAX8 reporter 8.
`CC1CCCCN1C(=O)CSc1nnc(CSc2ncccn2)n1C` (configuration not stated) gave FN deposition inh 2 and PAX8 reporter 7.
For O=C(CSC(=S)N1CCOCC1)N1N=CCC1c1ccccc1 (configuration not stated) the results were FN deposition inh -9 and PAX8 reporter -48.
CN(C)/C=C/C(=O)c1ccccc1F was read as FN deposition inh -2 and PAX8 reporter -5.
For CCc1c(C)nc2ncnn2c1NCCc1ccccc1 the results were FN deposition inh 0 and PAX8 reporter 6.
For Cc1[nH][nH]c(=O)c1N=Nc1ccccc1 the results were FN deposition inh 7 and PAX8 reporter -22.
Screening C=CCn1c(NC(=O)c2ccccc2Cl)c(C#N)c2nc3ccccc3nc21 returned FN deposition inh -4 and PAX8 reporter 17.
`CC(C)=CC(=O)OCC(=O)Nc1nc(C)c(Cl)cc1Cl` gave FN deposition inh -6 and PAX8 reporter -25.
For CCCCN(C(=O)c1ccco1)c1nnc(-c2cc(OC)c(OC)c(OC)c2)s1 the results were FN deposition inh 4 and PAX8 reporter -9.
CCCCCCc1nc2c(=O)[nH]c3ccccc3c2o1 was read as FN deposition inh -4 and PAX8 reporter 2.
`O=C(O)C1C2C=CC3(CN(Cc4ccccn4)C(=O)C13)O2` (configuration not stated) gave FN deposition inh 2 and PAX8 reporter 0.
`CCCSc1nnc(NC(=O)c2sc3nc(-c4cccs4)ccc3c2N)s1` gave FN deposition inh -6 and PAX8 reporter -21.
COC(c1ccccc1)c1c(-c2ccccc2)nn(C)c1Cl (configuration not stated) was read as FN deposition inh -3 and PAX8 reporter 19.
Screening O=C(C1=COCCO1)N1CCN(S(=O)(=O)c2cccc(Cl)c2Cl)CC1 returned FN deposition inh -3 and PAX8 reporter 9.
CCCCn1c(SCC2CCCCO2)nc2cc(S(N)(=O)=O)ccc21 (configuration not stated) was read as FN deposition inh 4 and PAX8 reporter 26.
Screening Cc1cccc2cc(CN(Cc3ccc(F)cc3)C(=O)N3CCOCC3)c3nnnn3c12 returned FN deposition inh -1 and PAX8 reporter -10.

An excerpt from above in order of molar mass, ascending:
CN(C)/C=C/C(=O)c1ccccc1F was read as FN deposition inh -2 and PAX8 reporter -5.
For Cc1[nH][nH]c(=O)c1N=Nc1ccccc1 the results were FN deposition inh 7 and PAX8 reporter -22.
CCCCCCc1nc2c(=O)[nH]c3ccccc3c2o1 was read as FN deposition inh -4 and PAX8 reporter 2.
For CCc1c(C)nc2ncnn2c1NCCc1ccccc1 the results were FN deposition inh 0 and PAX8 reporter 6.
`O=C(O)C1C2C=CC3(CN(Cc4ccccn4)C(=O)C13)O2` (configuration not stated) gave FN deposition inh 2 and PAX8 reporter 0.
COC(c1ccccc1)c1c(-c2ccccc2)nn(C)c1Cl (configuration not stated) was read as FN deposition inh -3 and PAX8 reporter 19.
`CC(C)=CC(=O)OCC(=O)Nc1nc(C)c(Cl)cc1Cl` gave FN deposition inh -6 and PAX8 reporter -25.
CCCCn1c(SCC2CCCCO2)nc2cc(S(N)(=O)=O)ccc21 (configuration not stated) was read as FN deposition inh 4 and PAX8 reporter 26.
For CCCCN(C(=O)c1ccco1)c1nnc(-c2cc(OC)c(OC)c(OC)c2)s1 the results were FN deposition inh 4 and PAX8 reporter -9.
Screening Cc1cccc2cc(CN(Cc3ccc(F)cc3)C(=O)N3CCOCC3)c3nnnn3c12 returned FN deposition inh -1 and PAX8 reporter -10.

Source: PubChem
